aSyn tox rescue: qHTS of alpha-syn Inhibitors: NCGC Sytravon Library Screen | AID 1347070, 2019 | Potency, µM (titrated, usually from 46.1 µM), for the others: top-dose growth rescue (activation), usual class: activators | S. cerevisiae alpha-synuclein toxicity rescue, BacTiter-Glo growth, 24 h | 0.02% of 94,000 active; active means well fitted activation curve with a large enough effect; inconclusive means small, poorly fitted or top-dose-only effect; further: 0% is about no effect
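Growth restoration measured by BacTiter-Glo luminescence after 24 hr at 30 deg C; alpha-synuclein yeast, raffinose-pregrown to mid-log, were added at OD600=0.02 in galactose medium onto pinned compounds.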
An asterisk follows results filed as active; ? = inconclusive; & = joins results of further samples; [ ] = another dose, or the depositor's remark. Potency means the concentration at half of the fitted maximal effect.

SMILES | aSyn tox rescue
CC(=O)c1cccc(NC(=O)C2CCCN2S(=O)(=O)c2cccs2)c1 (stereo unspecified) | 1%
CSc1ncc(CN2CCN(C(C)C)C(CCO)C2)cn1 (stereo unspecified) | 2%
Cc1cc(NS(=O)(=O)c2ccc(NC(=O)Cc3ccc(Cl)c(Cl)c3)cc2)no1 | 6%
Cc1cc2nc(-c3cccc(NC(=O)COc4ccc(C(C)C)cc4)c3)oc2cc1C | -4%
CSCCC(NC(=O)c1ccc(Br)cc1)C(=O)O (stereo unspecified) | -1%
Cc1cc(Br)ccc1NC(=O)C1CCN(C(=O)c2ccco2)CC1 | -5%
C[C@H]1CN([C@@H](C)CO)C(=O)CCCn2nncc2CO[C@@H]1CN(C)S(=O)(=O)c1cn(C)cn1 | -1%
CCN(CC)c1ccc(NC(=O)CSc2nc(-c3cccs3)cc(C(F)(F)F)n2)cc1 | 0%
CCc1cc(C(=O)NC(C)c2ccccc2)no1 (stereo unspecified) | 1%
Cc1ccc2oc(C(=O)Nc3c(C(=O)Nc4cccc(Cl)c4)oc4ccccc34)cc(=O)c2c1 | -5%
CC(=O)N1c2ccccc2C(=O)C1N1CCN(c2ccc(F)cc2)CC1 (stereo unspecified) | ?
CCOC(=O)c1c(-c2ccccc2)oc2ccc(OCc3ccc(C)cc3)cc12 | -8%
CCNc1ccc(-c2nc(-c3ccco3)no2)cc1[N+](=O)[O-] | 6%
O=C(CSc1nnc(-c2ccc(Cl)cc2)o1)NNC(=O)c1ccncc1 | 11%
COc1ccc(N2CCN(C(c3ccccc3F)c3sc4nc(-c5ccco5)nn4c3O)CC2)cc1 (stereo unspecified) | 12%
Brc1ccc(-c2noc(-c3ccccc3)n2)o1 | -8%&-20%
Cc1cccc(Cc2ccc(Cl)nn2)c1 | 4%
CC(C)Oc1cccc(C2CC(=O)Nc3cc4c(cc32)OCO4)c1 (stereo unspecified) | 4%
CC1(C)CC2(OC2c2ccccc2[N+](=O)[O-])C(=O)c2ccccc21 (stereo unspecified) | 7%
O=C(NCc1ccccc1)N1CCC(CO)(Cc2cccc(F)c2)CC1 | -1%
Cc1ccc(C)n1CCN1CCN(S(=O)(=O)c2ccc(F)cc2F)CC1 | -2%
CC(C)CCNC(=O)CN1C(=O)CCn2nc(-c3cn(C)c4ccccc34)cc21 | -5%
Cc1ccc(NC(=O)c2oc3ccc(S(=O)(=O)N4CCCCCC4)cc3c2C)c(C)c1 | -8%
CCOc1ccc(S(=O)(=O)Nc2cccc(C(=O)NCC3CCCO3)c2)cc1 (stereo unspecified) | 4%
C=CCN1C(=O)c2ccc(C(=O)N(C)CC(=O)Nc3ccc(Br)cc3C)cc2C1=O | 0%
Cc1ccc(NC(=O)c2ccc3c(c2)OCCO3)cc1C | -13%
Cc1cccc(NC(=O)Cn2cc(C(=O)c3ccco3)c3ccccc32)c1C | -1%
COc1ccccc1CNS(=O)(=O)c1cc2c3c(c1)CCN3C(=O)CC2 | -8%
C[C@H]1CN([C@@H](C)CO)C(=O)c2cc(Br)cnc2O[C@@H]1CN(C)C(=O)C1CCC1 | 7%
Cc1ccc(-c2noc(-c3nnn(CC(=O)Nc4cc(Cl)ccc4C)c3N)n2)cc1 | -9%
O=C(c1cnc2c(c1)COc1ccc(Cl)cc1-2)c1ccccc1O | -7%
CCc1ccc(N2CC(C(=O)Nc3ccccc3N3CCCC3)CC2=O)cc1 (stereo unspecified) | -4%
Cc1cc(C(=O)CSc2nnnn2-c2ccc(O)cc2)c(C)n1C | -14%
CC(=O)N1CCc2c(sc3c2c(=O)n(CCc2ccccc2)c(=O)n3CC(=O)Nc2ccccc2F)C1 | 2%
CC(C)OCCCNC(=O)c1c2c(nc3ccccc13)C(=O)N(C1CCCCC1)C2 | -7%
Cc1cc(C)c2[nH]c(=O)c(CN(CC3CCCO3)C(=S)NCc3ccco3)cc2c1 (stereo unspecified) | -8%
CCCCN(CCCC)c1ncnc2c1cnn2-c1cccc(C)c1 | -7%
CNC(=O)COc1ccc(S(=O)(=O)Nc2ccc(C)cc2)cc1 | -5%
COc1ccc(CCN2C(=O)c3oc4cc(C)cc(C)c4c(=O)c3C2c2ccc(F)cc2)cc1OC (stereo unspecified) | 4%
Cc1ccc(NC(=O)CCC(=O)OCc2ccc(Br)cc2)cc1 | -1%
CCc1nn(CC(=O)NCc2ccccc2Cl)c(=O)c2cc3ccccc3n12 | -1%
COc1ccc(-c2nc(CN3CCC(C(=O)NCc4ccccc4)CC3)c(C)o2)cc1OC | -2%
COc1ccc(-c2nc3ncccn3c2Nc2ccc3c(c2)OCCO3)cc1 | 6%
Cc1cccc(NC(=O)c2ccc(N(Cc3ccccc3)S(C)(=O)=O)cc2)c1 | 1%
CCOC(=O)c1c(NC(=O)COC(=O)c2ccc(Cl)nc2)sc(C)c1C | -8%
Cc1ccc(C)c(S(=O)(=O)N2CCCC2CNC(=O)C(=O)NCCN2CCOCC2)c1 (stereo unspecified) | 7%
CCOC(=O)C1CCN(c2nc3c(S(=O)(=O)c4ccc(Br)cc4)nnn3c3ccsc23)CC1 | 1%
CCOC(=O)COc1ccc(C2C(C(=O)OC)=C(C)NC3=C2C(=O)c2ccccc23)cc1Cl (stereo unspecified) | -5%
COc1ccc(S(=O)(=O)N2CCN(C(=O)c3cc(-c4ccccc4OC)n[nH]3)CC2)cc1 | 9%
COc1ccc(N(C)C(=O)Cn2cc(S(=O)(=O)N3CCN(c4ccccc4F)CC3)c3ccccc3c2=O)c(OC)c1 | 2%
Cc1ccc(C)c(NC(=O)C2CCN(C(=O)c3cccs3)CC2)c1 | -2%
O=C(CN1CCN(Cc2ccc(F)cc2Cl)C1=O)NCc1cccs1 | -1%
CCCN1CCN(CCCNC(=O)c2ccc3c(c2)sc2nc(-c4ccc(OC)cc4)cn23)CC1 | 5%
O=C(NCc1ccccc1)c1ccc2c(c1)N(Cc1ccccc1F)C(=O)c1ccccc1S2=O (stereo unspecified) | -1%
COc1ccc(-c2nc3sc(CCNC(=O)C(=O)Nc4ccc(C)c(F)c4)c(C)n3n2)cc1 | -5%
Cc1ccccc1-c1noc(CSc2nc3ccccc3[nH]2)n1 | 8%
CS(=O)(=O)c1ccccc1-c1nc(-c2cccc(Cl)c2)no1 | 11%
CC(C)Cc1nn2c(=O)cc(COC(=O)c3cccc(NC(=O)c4ccccc4)c3)nc2s1 | -7%
NC(=NCCc1ccccc1)NC(=O)c1cc(Cl)ccc1O | -16%
COc1ccc(S(=O)(=O)N2CCC[C@H]2C(=O)NCc2ccc(Cl)cc2)cc1 | 11%

15 consecutive entries out of the list so far:
SMILES | aSyn tox rescue
Cc1ccc(C)c(S(=O)(=O)N2CCCC2CNC(=O)C(=O)NCCN2CCOCC2)c1 (stereo unspecified) | 7%
CCOC(=O)C1CCN(c2nc3c(S(=O)(=O)c4ccc(Br)cc4)nnn3c3ccsc23)CC1 | 1%
CCOC(=O)COc1ccc(C2C(C(=O)OC)=C(C)NC3=C2C(=O)c2ccccc23)cc1Cl (stereo unspecified) | -5%
COc1ccc(S(=O)(=O)N2CCN(C(=O)c3cc(-c4ccccc4OC)n[nH]3)CC2)cc1 | 9%
COc1ccc(N(C)C(=O)Cn2cc(S(=O)(=O)N3CCN(c4ccccc4F)CC3)c3ccccc3c2=O)c(OC)c1 | 2%
Cc1ccc(C)c(NC(=O)C2CCN(C(=O)c3cccs3)CC2)c1 | -2%
O=C(CN1CCN(Cc2ccc(F)cc2Cl)C1=O)NCc1cccs1 | -1%
CCCN1CCN(CCCNC(=O)c2ccc3c(c2)sc2nc(-c4ccc(OC)cc4)cn23)CC1 | 5%
O=C(NCc1ccccc1)c1ccc2c(c1)N(Cc1ccccc1F)C(=O)c1ccccc1S2=O (stereo unspecified) | -1%
COc1ccc(-c2nc3sc(CCNC(=O)C(=O)Nc4ccc(C)c(F)c4)c(C)n3n2)cc1 | -5%
Cc1ccccc1-c1noc(CSc2nc3ccccc3[nH]2)n1 | 8%
CS(=O)(=O)c1ccccc1-c1nc(-c2cccc(Cl)c2)no1 | 11%
CC(C)Cc1nn2c(=O)cc(COC(=O)c3cccc(NC(=O)c4ccccc4)c3)nc2s1 | -7%
NC(=NCCc1ccccc1)NC(=O)c1cc(Cl)ccc1O | -16%
COc1ccc(S(=O)(=O)N2CCC[C@H]2C(=O)NCc2ccc(Cl)cc2)cc1 | 11%

(list continues)
SMILES | aSyn tox rescue
CCc1ccccc1N1C(=O)N(Cc2cccc(Cl)c2)c2ccccc2S1(=O)=O | 13%
Cc1ccc(C)c(C2NC(=O)c3ccccc3N2)c1 (stereo unspecified) | 10%
CC1Cc2nc(SCC(=O)Nc3ccc4c(c3)OCO4)n(CCc3ccccc3)c(=O)c2S1 (stereo unspecified) | 5%
CC(Oc1ccccc1)C(=O)Nc1ccc(C(=O)OCc2cc(=O)n3nc(C4CC4)sc3n2)cc1 (stereo unspecified) | 3%
CC(C)OCCCNC(=O)CN1C(=O)c2cccnc2Sc2ccccc21 | 6%
O=C(CN1C(=O)COc2ccc(S(=O)(=O)N3CCOCC3)cc21)NCc1ccco1 | -3%
CN(C(=O)COC(=O)c1cccs1)c1c(N)n(Cc2ccccc2)c(=O)[nH]c1=O | 2%
CCc1ccc(CNc2ncc(-c3cccc(OC)c3)n2C)cc1 | 7%
Cc1ccc(C(=O)NCc2ccc3c(c2)OCO3)c(Cl)c1 | -1%
Cc1cn2c(=O)cc(COc3ccccc3NC(=O)c3ccc(Cl)cc3)nc2s1 | -3%
Cc1cc(N2CCC(C(=O)Nc3ccc(F)cc3F)CC2)n2nc(C)c(-c3ccc(Cl)cc3)c2n1 | 2%
CCC(C)N(C(=O)COc1ccccc1C#N)C1CCS(=O)(=O)C1 (stereo unspecified) | 1%
CCCCC(=O)NC(=S)Nc1cc([N+](=O)[O-])ccc1OC | -31%[inhibitor]
Cc1nc2ccccc2c(=O)n1-c1ccc(NC(=O)c2cccc([N+](=O)[O-])c2)cc1 | 1%
COc1ccc(-c2cc(NCc3ccccn3)n3ncnc3n2)cc1 | 14%
CC(C)CCNC(=O)CSCc1cnn(-c2ccccc2)c1-n1cccc1 | 9%
Cc1ccc(-c2nnc(Nc3cccc(O)c3)c3ccccc23)cc1S(=O)(=O)N1CCOCC1 | -4%
COc1ccc(C)cc1NC(=O)COCc1cc(-c2ccc(F)cc2)on1 | 6%
CCn1cc2nc(SCc3cc(C)ccc3C)n(Cc3ccc(Cl)cc3)c(=O)c2n1 | -3%
COc1ccc(Cc2nc3ccc(C(=O)NCc4cc(Br)ccc4OC)cc3o2)cc1 | -44%[inhibitor]
O=C(Cc1c(F)cccc1Cl)NCC(=O)OCc1ccccc1 | 14%
COc1ccc(NC(=O)c2ccc3c(=O)n(CC4CCCO4)c(=S)[nH]c3c2)c(OC)c1 (stereo unspecified) | 17%
CCN(CC(=O)Nc1c(F)cccc1F)C(=O)CCNC(=O)c1ccc([N+](=O)[O-])cc1 | 8%
CCCN(CCC)C(=O)Cn1c(=O)n(-c2ccccc2)c(=O)c2c3c(sc21)CCCC3 | 0%
CC1=C(C(=O)N(C)C)CC(CC(=O)NCCCCc2ccccc2)C(=O)N1Cc1ccc(F)cc1 (stereo unspecified) | -3%
COc1cccc(NC(=O)c2oc3ccc(S(=O)(=O)N(C)C4CCCCC4)cc3c2C)c1 | 5%
Cc1cc(Cl)ccc1OCCSc1nnc(-c2cccs2)o1 | 29%
COc1ccc(OCC(O)CNC(=O)Nc2cccc3ccccc23)cc1 (stereo unspecified) | 2%
Cc1ccc(C(=O)N2CCC(c3c[nH]c4ccccc34)(c3c[nH]c4ccccc34)CC2)cc1 | 0%
CC(=O)N1c2ccc(S(=O)(=O)N3CCN(c4ccc(C)cc4C)CC3)cc2CC1C (stereo unspecified) | -3%
Cc1cccc(NC(=O)CCCCCn2c(=O)[nH]c3ccsc3c2=O)c1 | 2%
Cc1ccc(-c2cnc(NCc3c(F)cccc3Cl)n2C)cc1 | 6%
COc1ccc(N=C2NC(=O)/C(=C\C=C\c3ccco3)S2)cc1 | -16%
Cc1ccc(C)c(S(=O)(=O)c2nnn3c2nc(N2CCOCC2)c2sccc23)c1 | -3%
COc1ccc(S(=O)(=O)N(CC(=O)Nc2cc(C)cc(C)c2)c2ccc(Cl)cc2)cc1 | -14%
Cc1cccc(Cn2cccc2CNS(=O)(=O)c2ccccc2F)c1 | 7%
CC1(C)OC(=O)C2=C(CC(c3ccccc3)OC2CCc2ccccc2)O1 (stereo unspecified) | -5%
COc1ccccc1Oc1nc(C)c(C(C)=O)cc1C#N | 16%
Cc1cccc(OCC(=O)Nc2ccc(NC(=O)c3ccco3)c(C)c2)c1 | -12%
COCCCN1C(=O)C(CC(=O)NCCCCc2ccccc2)CC(C(=O)N2CCOCC2)=C1C (stereo unspecified) | 1%
CCOc1ccc(C(=O)c2cn(Cc3ccc(Cl)cc3)c3cc(OC)c(OC)cc3c2=O)cc1 | -5%
COc1cc(OC)c(NC(=O)c2cc(C(C)=O)n3ccccc23)cc1Cl | -5%
COc1ccc(CC(=O)Nc2nc(-c3ccccc3)c(C(C)=O)s2)cc1OC | -1%
Nc1c(C(=O)c2ccccc2)sc(Nc2ccc(Cl)c(Cl)c2)c1C(=O)Nc1ccccc1 | -12%
CN(C)C(CNC(=O)c1ccc(S(=O)(=O)Nc2ccccc2)cc1)c1ccco1 (stereo unspecified) | -2%
CCOC(=O)c1c(C)[nH]c(C)c1S(=O)(=O)N(C)CC(=O)N1CCN(c2cccc(C)c2C)CC1 | 7%
COc1ccc(OCc2ccc(-c3nc(C#N)c(NCc4ccccc4)o3)o2)cc1 | -2%
COc1ccc(OC)c(-c2noc(N3CCN(c4cccc(C(F)(F)F)c4)CC3)n2)c1 | -2%

High-throughput results: PubChem, National Center for Advancing Translational Sciences (NCATS)

A portion of the library. The share of hits here may be higher or lower than overall.
